Source: PubChem BioAssay (several laboratories)
TbMetRS inhib – Trypanosoma brucei MetRS inhibition; purified T. brucei MetRS, ATP depletion, Kinase-Glo luminescence; inhibition, % at 11.9 µM; 0.4% of 360,000 active;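 active = inhibition above a per-plate cutoff of the control wells' mean inhibition plus 3 SD, cut at about 5.5% in these data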;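 note: 0% = DMSO wells median and 100% = median of wells with control inhibitor compound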
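Material – parasite MetRS enzyme · Medium – HEPES-MgCl2-KCl buffer plus DTT, spermine, BSA, pyrophosphatase · Reagent – ATP, methionine and E. coli bulk tRNA substrates · Times – 15 min enzyme-compound preincubation, 2 h reaction, 10 min detection, 25 °C · Measured by – luminescence of leftover ATP · Evaluation – percent inhibition relative to median high and low control wells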
Neddyl block – blocks human cullin neddylation. P61081+Q13564. TR-FRET cullin neddylation, biochemical. calls only at 25 µM. 0.58% of 360,000 active; in the data active = inhibition above about 36%
Target sequence (P61081 whole entry, looked up): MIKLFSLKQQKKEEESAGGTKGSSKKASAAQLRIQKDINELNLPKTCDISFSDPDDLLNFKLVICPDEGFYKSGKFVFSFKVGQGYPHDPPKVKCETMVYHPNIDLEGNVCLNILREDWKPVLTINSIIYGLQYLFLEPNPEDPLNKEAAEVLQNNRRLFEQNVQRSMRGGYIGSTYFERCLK
Target sequence (Q13564 whole entry, looked up): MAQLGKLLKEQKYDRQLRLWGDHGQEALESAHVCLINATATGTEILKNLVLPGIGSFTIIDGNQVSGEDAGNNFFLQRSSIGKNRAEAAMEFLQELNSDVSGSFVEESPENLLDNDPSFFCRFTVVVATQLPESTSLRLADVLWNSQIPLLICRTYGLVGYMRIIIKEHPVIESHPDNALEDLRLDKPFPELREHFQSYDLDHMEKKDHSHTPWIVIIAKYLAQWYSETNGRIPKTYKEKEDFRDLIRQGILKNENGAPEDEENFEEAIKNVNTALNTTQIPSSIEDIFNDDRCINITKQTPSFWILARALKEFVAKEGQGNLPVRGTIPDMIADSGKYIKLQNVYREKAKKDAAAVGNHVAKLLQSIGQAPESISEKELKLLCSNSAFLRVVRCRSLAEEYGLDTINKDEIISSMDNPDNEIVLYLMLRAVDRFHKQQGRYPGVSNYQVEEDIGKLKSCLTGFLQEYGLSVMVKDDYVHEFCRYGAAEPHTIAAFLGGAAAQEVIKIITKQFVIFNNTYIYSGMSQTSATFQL
DNMT1 block – blocks human DNA methyltransferase DNMT1 | P26358 | 0.83% of 360,000 active | DNMT1 molecular beacon, Hinp1I cleavage, fluorescence | AID 588458 | inhibition (reported as % activation of signal), % at 10 µM; in the data active = inhibition above about 50%
CendR NRP1 mod – alters CendR peptide binding to human NRP-1 | inhibition, % at 25 µM | FAM-RPARPAR peptide binding to NRP-1, fluorescence polarization | 0.85% of 360,000 active | AID 602438;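 active = inhibition or corrected inhibition above about 18%, plus a signal ratio from 0.5 to 1.5, limit read from the data, passing the limit was not always enough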; note: strong numbers were not always called active
STEP inh – STEP (human) phosphatase inhibition | AID 588621 | 0.25% of 360,000 active | recombinant STEP, OMFP fluorogenic substrate, fluorescence | inhibition, % at 20 µM | P54829;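 active = inhibition at 20 µM, scaled per plate between control wells, above about 37%, limit read from the data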;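 note: 0% = DMSO with enzyme and substrate and 100% = substrate only without enzyme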
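Measure: Control-normalized % inhibition with plate pattern correction | Test system: STEP phosphatase, cell-free reaction | Medium: pH 6.0 Bis-Tris with DTT and Tween 20 | Technique: Fluorescence, 480/540 nm | Times: Reaction 20 min, ambient temperature | Doses: Single compound dose of 20 µM, 1% DMSO final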
SUMO1-SIM PPI – SUMO1-SIM interaction modulation; P63165; SUMO1 binding to a labelled peptide, TR-FRET, 1 h; inhibition, % at 20 µM; 0.33% of 360,000 active; AID 602429; in the data active = inhibition above about 37%
Target sequence (P63165 whole entry, looked up): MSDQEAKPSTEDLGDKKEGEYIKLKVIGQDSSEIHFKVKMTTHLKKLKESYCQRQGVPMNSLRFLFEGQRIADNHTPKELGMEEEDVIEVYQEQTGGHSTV
LMPTP block – LMPTP (human) inhibition; P24666; recombinant LMPTP-A, OMFP fluorogenic substrate, fluorescence intensity; inhibition, % at 20 µM; 0.22% of 360,000 active; AID 651560;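 active = compounds that cut the enzyme signal by at least half of the control window in the single-dose screen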;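 note: plate controls were DMSO wells with enzyme plus substrate for no effect and substrate without enzyme for full effect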
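Test system – LMPTP-A enzyme · Amount – LMPTP-A at 0.625 nM final in the reaction · Buffer or medium – Bis-Tris pH 6.0, DTT, detergent · Reagent – OMFP 400 µM · Doses – single 20 µM dose · Schedule – reaction 50 min, room temperature, dark · Detection – fluorescence intensity of OMFP turnover product · Evaluation – percent inhibition versus substrate-only and uninhibited controls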
NadD block – inhibitors of Staphylococcus aureus NadD; purified NadD enzyme, colorimetric absorbance read-out; inhibition, % at 20 µM; 0.78% of 360,000 active; in the data active = inhibition above about 26%; note: some compounds past the cut are filed as inactive
Scp-1 inhibitor – Scp-1 (human) phosphatase inhibition; inhibition, % at 20 µM; AID 493091; Q9GZU7; 0.88% of 340,000 active; Recombinant Scp1, phosphopeptide, malachite green phosphate absorbance;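 active = inhibition above about 50% at 20 µM, limit read from the data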;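 note: plate controls were DMSO wells with enzyme for no effect and wells lacking enzyme for full effect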
Target sequence (Q9GZU7 76-261 limits assumed): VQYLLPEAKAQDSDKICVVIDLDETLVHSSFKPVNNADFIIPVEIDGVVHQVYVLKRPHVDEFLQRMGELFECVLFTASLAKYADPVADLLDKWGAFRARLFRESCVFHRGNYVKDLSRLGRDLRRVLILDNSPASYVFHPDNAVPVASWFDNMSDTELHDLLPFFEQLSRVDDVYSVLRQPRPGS
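Material – SCP-1 phosphatase catalytic domain, residues 76-261 · Buffer or medium – Acidic Tris acetate buffer with magnesium and detergent · Also added – Phospho 17-mer peptide substrate · Compound – single 20 µM dose, 1% DMSO · Times – 45 min room-temperature reaction, 5 min colour, 30 min stabiliser · Technique – Phosphate-binding colour reagent, absorbance read at 630 nm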
SKN-1 block – inhibitors of C. elegans SKN-1; inhibition, % at 21.8 µM; 0.49% of 360,000 active; C. elegans VP596 Pgst-4::GFP/RFP ratio, acrylamide-induced, 24 h;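 active = interference check ratio from 0.5 to 1.5 plus GFP to RFP signal ratio inhibition reaching or exceeding a fixed threshold, cut at about 30% in these data, passing the limit was not always enough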; note: some compounds called inactive have numbers as strong as hits
Active calls of the source: *; i = inactive; · = not tested or not shown. An unsorted share of the library; any-hit rate near 4.6%.

SMILES | TbMetRS inhib | Neddyl block | DNMT1 block | CendR NRP1 mod | STEP inh | SUMO1-SIM PPI | LMPTP block | NadD block | Scp-1 inhibitor | SKN-1 block
O=C(Cc1ccc(Cl)cc1)Nc1nc2ccccc2[nH]1 | 5.0 | i | -2 | 10 | 0 | -1 | -0.7 | 4 | 1 | 7
COC(=O)c1sccc1NC(=O)c1cc(OC)c(OC)c(OC)c1 | 0.0 | i | -7 | -6 | 2 | 4 | -0.1 | -5 | -6 | 7
CC(NC(=O)C(NC(=O)C1CCCN1C(=O)OC(C)(C)C)C(C)C)C(N)=O (centres undefined) | -0.2 | i | -2 | 3 | 0 | -3 | -1.5 | 1 | -3 | 9
CCOC(=O)c1ccc(S(=O)(=O)N2CCN(C(=O)c3cc(=O)c4ccccc4o3)CC2)cc1 | -0.6 | i | -1 | -5 | -1 | -4 | -0.3 | 2 | -5 | -9
CC(=O)c1ccc(N2CCC(c3cc(-c4ccc(Cl)cc4)n[nH]3)CC2)c([N+](=O)[O-])c1 | 0.5 | i | -9 | 0 | 0 | -5 | 2.9 | 12 | 7 | 17
Cc1ccccc1CC(=O)NC1CCCc2ccccc21 (centres undefined) | 0.0 | i | -3 | 2 | 3 | 2 | -0.5 | -8 | -10 | 2
COc1cccc(C(=O)Nc2sc3c(c2C#N)CCN(C(C)=O)C3)c1 | -0.6 | i | 1 | -34 | 25 | -1 | 3.2 | 3 | -4 | 13
COc1ccc(C(=O)C[n+]2cn(C(F)F)c3ccccc32)c(F)c1 | -0.5 | i | 6 | 1 | 0 | 1 | -0.7 | -2 | -1 | -12
CC(C)C(=O)N1CCN(c2ccc(NC(=S)NC(=O)c3cc4ccccc4o3)cc2)CC1 | -0.4 | i | -5 | 10 | 4 | 2 | 2.3 | -8 | 2 | -20
CC(C)(C)OC(=O)N1CCN(c2ccc([N+](=O)[O-])cc2)CC1 | -0.2 | i | 0 | 9 | 0 | -5 | 0.4 | 2 | -3 | 4
O=C(O)CSc1nnnn1-c1ccccc1 | 0.0 | i | 3 | 0 | -1 | 4 | -2.1 | 2 | 3 | -10
COc1ccc(Cl)cc1NC(=O)c1cccc(-n2cnnn2)c1 | -0.2 | i | -2 | 22* | 0 | 3 | -0.5 | -8 | -9 | 2
N/C(=N\OC(=O)c1cc(Cl)ccc1Cl)c1ccccn1 | -0.7 | i | -1 | 2 | -1 | -1 | -0.5 | 7 | -1 | 21
CC/C(O)=C1\C(=O)CCCC1=NCc1nc2ccccc2[nH]1 | 8.9* | i | 4 | -1 | -4 | -2 | -0.2 | -1 | 7 | 11
O=C(Nc1ccc(F)c(F)c1)c1ccccc1-c1ccccc1 | -0.8 | i | -3 | -4 | -2 | 2 | 0.5 | -5 | -7 | -4
O=C(Oc1ccc(Br)cc1C(=S)N1CCCCC1)c1cc([N+](=O)[O-])cc([N+](=O)[O-])c1 | -0.3 | i | -4 | 9 | 3 | -28 | -1.4 | 2 | -18 | 7
CCNC(=S)N1CCC(NC(=O)C2CCCCC2)CC1 | -0.1 | i | 0 | 5 | 0 | -3 | -2.1 | 2 | 5 | 26
Cc1ccc(NC(=O)C(C)OC(=O)c2ccc(Cl)nc2)cc1S(=O)(=O)N1CCOCC1 (centres undefined) | -0.5 | i | -3 | -11 | 1 | 5 | -0.3 | 7 | 4 | 10
C[C@@H]1O[C@@H](O[C@H]2[C@H](Oc3cc(O)c4c(c3)OC(c3ccc(O)cc3)CC4=O)O[C@H](CO)[C@@H](O)[C@@H]2O)[C@H](O)[C@H](O)[C@H]1O (some centres undefined) | -1.0 | i | 5 | -3 | -4 | -3 | -1.8 | -7 | -9 | 1
Cc1cccc(/C(N)=N/OC(=O)CCC2CCCCC2)c1 | -1.0 | i | 2 | 2 | 2 | -1 | 1.4 | 0 | -5 | 9
Cc1ccc(NNC(=O)c2c(F)cccc2Cl)cc1C | 0.2 | i | 1 | -6 | -1 | 0 | 0.0 | -3 | -3 | -8
Cc1ccc2nc(-c3ccc(NC(=O)COC(=O)c4cncc(Br)c4)cc3)sc2c1 | -0.8 | i | 14 | -7 | -1 | -1 | -0.5 | 9 | -1 | -1
Clc1nc2ccccc2nc1-c1ccccc1 | -1.2 | i | -1 | 10 | -1 | -28 | 0.8 | -4 | -10 | -13
Nc1ccccc1SCC(=O)Nc1nccs1 | 0.1 | i | 4 | 0 | 0 | 5 | -2.2 | -2 | -9 | -10
CC(=O)NS(=O)(=O)c1ccc2c(c1)Cc1cc(S(=O)(=O)NC(C)=O)ccc1-2 | -1.0 | i | -1 | -2 | -3 | 7 | -2.6 | -7 | -8 | 7

Profiles from above. Screens in order: TbMetRS inhib, Neddyl block, DNMT1 block, CendR NRP1 mod, STEP inh, SUMO1-SIM PPI, LMPTP block, NadD block, Scp-1 inhibitor, SKN-1 block
Cc1ccc(NC(=O)C(C)OC(=O)c2ccc(Cl)nc2)cc1S(=O)(=O)N1CCOCC1 (centres undefined) is listed with -0.5, i, -3, -11, 1, 5, -0.3, 7, 4, 10
O=C(Oc1ccc(Br)cc1C(=S)N1CCCCC1)c1cc([N+](=O)[O-])cc([N+](=O)[O-])c1 is listed with -0.3, i, -4, 9, 3, -28, -1.4, 2, -18, 7
N/C(=N\OC(=O)c1cc(Cl)ccc1Cl)c1ccccn1 is listed with -0.7, i, -1, 2, -1, -1, -0.5, 7, -1, 21
CC(C)(C)OC(=O)N1CCN(c2ccc([N+](=O)[O-])cc2)CC1 is listed with -0.2, i, 0, 9, 0, -5, 0.4, 2, -3, 4
Nc1ccccc1SCC(=O)Nc1nccs1 is listed with 0.1, i, 4, 0, 0, 5, -2.2, -2, -9, -10

The listing continues:
SMILES | TbMetRS inhib | Neddyl block | DNMT1 block | CendR NRP1 mod | STEP inh | SUMO1-SIM PPI | LMPTP block | NadD block | Scp-1 inhibitor | SKN-1 block
COc1ccccc1NS(=O)(=O)c1ccc(S(=O)(=O)N2CCOCC2)cc1 | -0.5 | i | -2 | 8 | -4 | -2 | -0.2 | -6 | -9 | -3
Cc1ccc(CNc2ccc(N3CCOCC3)cc2)cc1 | 0.1 | i | -3 | 6 | 2 | -3 | 4.6 | -6 | -5 | 14
C=CCn1c(COc2cccc3ccc(C)nc23)nnc1SCC(=O)OC | -1.8 | · | 6 | 4 | 0 | -1 | 0.0 | -1 | -9 | -6
COc1ccc(OCCN2C(=O)NC(C)(c3ccc(C)cc3)C2=O)cc1 (centres undefined) | -1.8 | i | -2 | -2 | 0 | 2 | -1.8 | -1 | -8 | 6
Cc1ccc(O)c(C2=NCCNC(C(F)(F)F)=C2)c1 | -0.1 | i | -3 | -7 | 0 | -3 | -3.2 | -1 | -2 | -17
C#CCOc1nc(Nc2cccc([N+](=O)[O-])c2)nc(OCC#C)n1 | -0.3 | i | 0 | -4 | -2 | 46* | 0.7 | -9 | -5 | 7
O=C(NCc1ccco1)/C(=C\c1cccs1)NC(=O)c1cccs1 | -0.5 | i | 3 | 14 | 4 | -4 | 0.6 | -3 | -9 | -2
COC(=O)c1ccccc1SC(CC(=O)c1ccccc1)c1ccc(F)cc1 (centres undefined) | -0.6 | i | -1 | -6 | 2 | 2 | 2.1 | -3 | -28 | -12
Cc1ccc(OCCN2CCC2(C)C(=O)NCc2ccc(C(F)(F)F)cc2)cc1 (centres undefined) | 0.7 | i | -4 | 7 | 0 | 2 | 0.4 | -2 | · | -1
COc1ccc(S(=O)(=O)N/N=C\c2ccc(OC)c(COc3ccc(C)cc3[N+](=O)[O-])c2)cc1 | 0.8 | i | -7 | -2 | 2 | -4 | 2.1 | 19 | -12 | 14
CCOC(=O)C1CCCN(C(=O)Cc2c(F)cccc2Cl)C1 (centres undefined) | -0.6 | i | 2 | -2 | 0 | -3 | -1.1 | 9 | -2 | 11
COC(=O)[C@]12CCCCC=C1N(CCC1=CCCCC1)C(=O)[C@H](CC(=O)N1CCSCC1)C2 | -0.4 | i | · | 1 | · | 0 | -0.7 | 6 | · | 3
O=C(O)C1(S(=O)(=O)c2ccc(Cl)cc2)CCC1 | -0.9 | i | 0 | 15 | -2 | 8 | -2.3 | -11 | -2 | 8
Oc1ccc(Cl)cc1CNc1nccs1 | -0.2 | i | -1 | -9 | 0 | 2 | 2.4 | 1 | 0 | 9
COc1cccc(-n2ccnc2SCC(=O)Nc2ccccc2)c1 | -1.7 | i | -16 | -5 | 0 | 0 | 0.3 | 6 | -9 | 12
COC(=O)c1ccc(NC(=O)c2ccc(NC(=O)c3ccco3)cc2)cc1 | 0.1 | i | 58* | 3 | 15 | 54* | 48 | 9 | 7 | 13
O=c1ccc(-c2ccc(S(=O)(=O)Nc3cccc(F)c3)o2)n[nH]1 | 0.0 | i | 1 | 14 | 0 | -24 | -0.4 | 4 | -1 | 15
COc1ccc(N(CC(=O)Nc2ccccc2C)S(=O)(=O)c2ccccc2[N+](=O)[O-])c(OC)c1 | -0.8 | i | -5 | 1 | 0 | -2 | 1.3 | -1 | -3 | 7
O=C(CSc1nnc(CNC(=O)c2cccs2)o1)Nc1cccc(Cl)c1 | 0.2 | i | 1 | 5 | 0 | -4 | 1.2 | -3 | -8 | -6
COc1ccc(NC(=O)/C(=C\c2cccs2)NC(=O)c2ccco2)cc1 | -0.1 | i | -1 | 6 | -2 | -4 | 0.4 | -2 | -7 | 0
O=C(NCc1n[nH]c(=S)n1-c1ccc(Cl)c(Cl)c1)c1cccs1 | 0.0 | i | 0 | -2 | -4 | 1 | -1.0 | 4 | -7 | 6
C/C(=C\C(=O)c1ccc(F)cc1)Nc1ccc(N2CCOCC2)cc1 | 0.1 | i | -4 | 2 | 1 | -10 | -0.5 | -4 | -5 | 11
O=C1NC[C@H](CCCCN2C[C@H](Cc3ccc(O)cc3)N(CCc3ccccc3)C(=O)C2=O)N(Cc2ccccc2)C1=O | -0.2 | i | · | 0 | · | 2 | -0.9 | 19 | · | 16
Brc1c(CSc2nnc(-c3ccco3)o2)nc2ccccn12 | -0.4 | i | 1 | 3 | 1 | 2 | -1.1 | 1 | -2 | -8
O=C1NC(=O)C2(Br)Nc3ccc(Br)cc3C(=O)C2N1 (centres undefined) | -0.6 | i | 4 | -3 | -2 | -4 | -3.4 | 2 | 6 | -12
Cc1onc(-c2ccccc2)c1C(=O)OCC(=O)Nc1cccc(Cl)c1 | 0.0 | i | -4 | 15 | 1 | 9 | 1.5 | -16 | -16 | 21
